# Source: PubChem BioAssay
# West Nile virus CPE: West Nile virus antiviral activity, cell-based, CPE readout (AID 1621); 290,000 compounds, 0.02% hits; CPE inhibition, % at 10 µM; hits with a dose series show IC50 in µM; West Nile virus-infected cells, CPE inhibition; higher % means a stronger effect; in the data active = a potency from the dose series; inconclusive = CPE inhibition mostly from about 3.7% at the one dose, without a potency; inactive = the rest, 99 in 100 with CPE inhibition below about 2.2%; note: strong numbers were not always called active
# TNAP activation fold: human TNAP enzyme activators, primary screen, biochemical, luminescent, no phosphate acceptor, uHTS (AID 1001); activation fold at 20 µM, or EC50 in µM where a hit was titrated; purified TNAP, luminescent activation assay, no phosphate acceptor; higher activation fold means a stronger effect; 200,000 compounds, 0.03% hits; Alkaline phosphatase, tissue-nonspecific isozyme (Homo sapiens); in the data active = activation fold from about 3, or a potency from the dose series; inactive = the rest, 99 in 100 with activation fold below about 1.6; note: many of its hits are not listed in these tables
# PMI inhibition: human PMI inhibitors, high substrate, primary screen, biochemical, fluorescence intensity, high mannose 6-phosphate (AID 1220); recombinant PMI enzyme, coupled fluorescence intensity; higher % means a stronger effect; inhibition, % at 20 µM, or IC50 in µM where a hit was titrated; 190,000 compounds, 0.66% hits
# RSV CPE inhibition: RSV antiviral activity via CPE protection, HEp-2 cells, primary 10 µM value included (AID 2391); CPE inhibition, % at 10 µM; hits with a dose series show IC50 in µM; HEp-2 cells, RSV-induced CPE inhibition; higher % means a stronger effect; 310,000 compounds, 0.13% hits; in the data active = a potency from the dose series; inconclusive = CPE inhibition mostly from about 23% at the one dose, without a potency; inactive = the rest, 99 in 100 with CPE inhibition below about 21%; note: strong numbers were not always called active
# Ins promoter up: insulin promoter activators in MIN6 cells, imaging, high-content screening, mouse beta cells; MIN6 insulin promoter-GFP reporter; active compounds read high; z-score at 5 µM; AID 1625, 2009; 190,000 compounds, 0.3% hits;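 active = z-score above 3 at 5 µM with at least 500 cells counted in the well; inconclusive = wells under 500 cells, flagged as cytotoxic or low count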
# ER stress rescue: rescue of cells from ER stress-induced death, primary screen, 384-well, CSM14.1, thapsigargin, ATP luminescence (AID 1222) | CSM14.1 thapsigargin-induced death rescue, ATP luminescence; higher % means a stronger effect | one-dose cellular ATP content (survival), % at 20 µM; EC50 in µM for titrated hits | 190,000 tested, under 10 active;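 active = EC50 below 50 µM in the dose-response confirmation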;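 note: death triggered by thapsigargin at about 15 µM added after 2 h compound pretreatment; cell ATP read after overnight thapsigargin exposure of roughly 18 to 22 hours; normalized against plate controls of thapsigargin alone and 5% DMSO vehicle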
# PhoP inhibition: inhibitors of PhoP regulon expression, primary screen, Salmonella Typhimurium, GFP reporter (AID 1863) | S. Typhimurium PhoP-regulated promoter GFP reporter, 4 h; higher % means a stronger effect | inhibition, % at 50 µM; hits with a dose series show IC50 in µM | 300,000 compounds, 0.16% hits;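 active = inhibition over 29.93%, a cutoff 3 SD above the screen mean, later confirmed by dose response; inconclusive = inhibition over 29.93% but no dose response follow-up; inactive = inhibition at most 29.93% or unconfirmed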;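 note: 0% = low Mg2+ inducing control and 100% = high Mg2+ repressing control; strong numbers were not always called active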
# Large T inhibition: SV40 large T antigen inhibitors, biochemical (AID 1903); SV40 large T antigen ATPase/helicase inhibition assay; higher % means a stronger effect; 310,000 compounds, 0.39% hits; inhibition, % at 20 µM, or IC50 in µM where a hit was titrated; in the data active = a potency from the dose series; inconclusive = inhibition mostly from about 32% at the one dose, without a potency; inactive = the rest, 99 in 100 with inhibition below about 32%; note: strong numbers were not always called active
# human PMI inhibition: inhibitors of human PMI, primary screen, biochemical, fluorescence intensity, coupled assay (AID 1209); purified PMI enzyme, coupled fluorescence intensity; higher % means a stronger effect; inhibition, % at 20 µM; hits with a dose series show IC50 in µM; 190,000 compounds, 0.42% hits;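 note: plate controls were DMSO vehicle for no effect and wells lacking substrate for full effect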
# Ins promoter up cell count: recorded beside Ins promoter up, whose call it bears; cell count; measured here: cytotoxicity, nuclei count;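 total cells summed across four imaged fields per well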
# The depositor's hits bear a star; ? = inconclusive; · = no result given; & = joins results of further samples. Cut-off read from the data, not from the text of the source, unless noted: active = inhibition above about 50%; inactive = the rest. Random draw from the library. Share with any hit: about 1.5%.
SMILES,West Nile virus CPE,TNAP activation fold,PMI inhibition,RSV CPE inhibition,Ins promoter up,Ins promoter up cell count,ER stress rescue,PhoP inhibition,Large T inhibition,human PMI inhibition
CSc1cccc(CNC(=O)C2CCC(=O)N(Cc3cccc(C(F)(F)F)c3)C2)c1 (stereo not given),-0.6%,·,·,15%,·,·,·,-8%,10%,·
Cc1nnc(NC(=O)c2ccc3c(c2)C(=O)N(CC2CCCO2)C3=O)s1 (stereo not given),-0.8%,1.1,1%,1.1%,-0.14,914,1.0%,0%,-1%,15%
O=C(NC(=S)Nc1ccc(N2CCCCC2)cc1)c1cccs1,-1.1%,0.9,15%,4.1%,0.17,1894,-1.8%,-4%,11%,26%
CCOC(=O)c1c(C2CC2)csc1NC(=O)COC(=O)c1cnc(Cl)c(Cl)c1,-0.6%,1.2,10%,12%,0.09,1407,-0.9%,-6%,22%,11%
CCc1cccc(NC2c3ccccc3C(=O)N2c2ccc(C)cn2)c1 (stereo not given),0.0%,1.1,7%,1.1%,-0.69,799,0.2%,-4%,6%,10%
CNC(=O)c1ccc(Nc2nc(-c3ccccc3)nc3ccccc23)cc1,-0.5%,·,·,?,·,·,·,-7%,9%,·
COc1cc(NC(C)CCCN)c2ncccc2c1Oc1ccccc1 (stereo not given),-0.3%,1.1,57%*,0.3%,0.08,1164,-4.0%,-24%,15%,23%
CSc1ccc(C(=O)N2CCC(n3nccc3NC(=O)C3CC3)CC2)cc1,-0.4%,·,·,1.6%,·,·,·,-6%,8%,·
Cc1cc(Nc2cccc(Cl)c2C)n2ncnc2n1,·,1,-3%,0.0%,-0.38,1348,6.1%,0%,5%,-5%
Cc1cccc(C)c1NC(=O)CS(=O)CC(=O)NC1CCN(Cc2ccccc2)CC1 (stereo not given),-0.2%,1.1,3%,0.1%,-0.5,1150,-0.5%,-6%,-5%,0%
Cc1ccc(-c2nc(NC(=O)CSc3nnc(C)s3)ns2)cc1,-0.3%,1.1,11%,9.2%,0.73,927,-1.1%,5%,0%,7%
O=C(c1ccc(S(=O)(=O)N2CCCC2)cc1)N(Cc1ccco1)C1CCS(=O)(=O)C1 (stereo not given),-0.1%,·,·,-1.6%,-0.22,1015,·,·,7%,·

# PMI inhibition, what is marked active above.
Structure,West Nile virus CPE,TNAP activation fold,PMI inhibition,RSV CPE inhibition,PhoP inhibition,Large T inhibition,human PMI inhibition
COc1cc(NC(C)CCCN)c2ncccc2c1Oc1ccccc1 (stereo not given),-0.3%,1.1,57%*,0.3%,-24%,15%,23%

# Other entries:
SMILES,West Nile virus CPE,TNAP activation fold,PMI inhibition,RSV CPE inhibition,Ins promoter up,Ins promoter up cell count,ER stress rescue,PhoP inhibition,Large T inhibition,human PMI inhibition
CCN(C(=O)C1CCCN(c2ncnc3c2nc2n3CCCCC2)C1)c1cccc(Cl)c1 (stereo not given),-0.1%,·,·,42%,·,·,·,-1%,11%,·
COc1ccc(NC(=O)CSc2nnc(-c3ccncc3)n2C)cc1,-0.1%,1.1,4%,-1.8%,0.35,1237,-0.5%,2%,18%,0%
Cc1nn(CC#N)c(=O)n1-c1ccc(Cl)cc1,-0.1%,1,11%,0.5%,0.52,1219,·,0%,24%,1%
CC1CN(C(=O)N2c3ccccc3Sc3ccccc32)CC(C)O1 (stereo not given),-1.3%,1.1,7%,5.6%,·,·,-0.1%,0%,11%,14%
O=C(NCc1ccco1)c1c(F)c(F)c(F)c(C(=O)NCc2ccco2)c1F,-0.4%,1.1,-2%,-0.6%,·,·,0.2%,-8%,0%,-9%
Cc1cc(C(=O)CC#N)c(C)n1CC(F)(F)F,-0.2%,0.9,-9%,2.9%,0.49,1331,-0.6%,-3%,1%,-10%
CCN(CC)c1ccc(/C=C(\C#N)C(=O)c2ccc(Br)cc2)cc1,-0.3%,0.6,-1%,0.1%,·,·,-2.7%,-62%,7%,9%
O=C(Nc1ccc(Cl)cc1)N1CCC(c2nc(-c3cccs3)no2)CC1,-0.4%,1.1,4%,1.4%,0.55,1064,0.0%,6%,8%,10%
CN(C(=O)Cn1cc(C(F)(F)F)ccc1=O)c1c(N)n(Cc2ccccc2)c(=O)[nH]c1=O,-0.1%,·,·,3.2%,0.61,1363,·,-8%,7%,·
COc1cccc(-c2nc(N3CCCC3)c3ccccc3n2)c1O,0.1%,·,·,4.0%,-1.3,1318,·,-13%,1%,·
Cc1ccc(Cl)cc1N1CCN(C(=O)Cc2csc(Nc3nc(=S)[nH]c4ccccc34)n2)CC1,0.3%,1.1,-8%,4.1%,0.03,1200,3.0%,1%,8%,-14%
C=C(C)CN(CC)C(=O)CSc1nc(O)cc(=O)n1C1CCCC1,-0.3%,1.5,1%,0.3%,-0.08,1302,-1.3%,6%,12%,9%

# Two entries drawn at random from the list so far:
SMILES,West Nile virus CPE,TNAP activation fold,PMI inhibition,RSV CPE inhibition,Ins promoter up,Ins promoter up cell count,ER stress rescue,PhoP inhibition,Large T inhibition,human PMI inhibition
O=C(Nc1ccc(Cl)cc1)N1CCC(c2nc(-c3cccs3)no2)CC1,-0.4%,1.1,4%,1.4%,0.55,1064,0.0%,6%,8%,10%
Cc1cc(C(=O)CC#N)c(C)n1CC(F)(F)F,-0.2%,0.9,-9%,2.9%,0.49,1331,-0.6%,-3%,1%,-10%

# The results go on.
SMILES,West Nile virus CPE,TNAP activation fold,PMI inhibition,RSV CPE inhibition,Ins promoter up,Ins promoter up cell count,ER stress rescue,PhoP inhibition,Large T inhibition,human PMI inhibition
CCCNc1nc2c(c(=O)[nH]c(=O)n2C)n1Cc1ccc(F)cc1,0.4%,1.1,6%,-0.9%,-0.94,1855,-1.7%,-1%,20%,5%
C/C(=N\NC(=O)CNC(=O)c1ccco1)c1ccc(Br)cc1,-0.6%,·,·,-0.4%,·,·,·,6%,1%,·
Cc1ccc(NC(=O)Nc2cccc(C)n2)cc1,-0.2%,·,·,?,·,·,·,0%,4%,·
O=C(CSc1n[nH]c(=O)[nH]c1=O)Nc1ccc(C(=O)O)cc1,-0.1%,1.1,-12%,1.0%,-0.21,1600,-1.0%,0%,15%,-8%
Cc1ccc(C(=O)COC(=O)CCN2C(=O)C3C4CC(C(Br)C4Br)C3C2=O)cc1 (stereo not given),0.5%,1,11%,1.8%,0.18,1331,0.5%,-6%,9%,8%
O=C(CSc1nccc(-c2cccs2)n1)Nc1ccc(F)c(Cl)c1,-0.4%,·,·,·,-0.27,1469,·,-10%,9%,·
COc1ccccc1Oc1ccc2c(c1)C(=O)N(CC(=O)O)C2=O,0.9%,·,·,-0.9%,·,·,·,-4%,9%,·
Cc1ccc2c(c1)N=C(c1ccc(F)cc1)CO2,0.6%,1,6%,0.3%,-0.24,1397,-2.2%,20%,1%,2%
COc1ccc(/C(O)=C2\C(=O)C(=O)N(Cc3ccco3)C2c2cc(OC)ccc2OC)cc1 (stereo not given),0.8%,1,-4%,-0.7%,·,·,0.2%,-3%,0%,-9%
COc1ccc(N2C(=O)c3ccccc3C2=O)cc1,0.1%,1.1,·,-0.8%,·,·,-0.4%,-7%,23%,·
CC1Cc2cc(/C(O)=C3/C(=O)C(=O)N(CCN4CCOCC4)C3c3cccc(O)c3)ccc2O1 (stereo not given),0.0%,1,-23%,4.5%,-0.47,1171,·,-8%,20%,-12%
CCC(C)C(=O)N1CCc2cc(-c3csc(N)n3)ccc21 (stereo not given),0.2%,1.1,6%,7.7%,-1.1,1126,-2.7%,-5%,10%,8%
Cn1cc(CCNC(=O)C2CCC(=O)N(CCc3ccc(Cl)cc3)C2)cn1 (stereo not given),-0.9%,·,·,1.4%,·,·,·,-2%,14%,·
O=C(/C=C/c1ccc2c(c1)OCO2)Nc1ccc(Cl)cn1,10%,1,-5%,-2.6%,-0.86,1163,-1.8%,0%,4%,-5%
O=C(C1=C[C@@H](c2coc3ccccc3c2=O)C[C@@H](OCc2ccc(CO)cc2)O1)N1CCCCCCC1,·,1,-4%,2.1%,0.84,1181,3.5%,-10%,1%,2%
Fc1ccc(Nc2c3c(nc4ccccc24)CCC3)cc1,-1.9%,1.2,-3%,11%,-2.6,685,0.1%,0%,13%,-4%
Cc1cc(-c2ccc(C)c(S(=O)(=O)NCCCN(Cc3ccccc3)C(C)C)c2)on1,-0.6%,·,·,-1.4%,·,·,·,5%,8%,·
NC(=O)CC(NC(=O)Cc1cccc2ccccc12)c1ccc(NCC2CC2)c([N+](=O)[O-])c1 (stereo not given),-0.3%,·,·,-3.1%,0.36,1054,·,5%,2%,·
O=C(CN1CCCCCC1)Nc1cc(C(F)(F)F)ccc1Cl,-0.1%,1.1,-7%,2.1%,-0.41,1364,·,-11%,6%,-6%
COc1cc(S(=O)(=O)n2cnc(C)c2)ccc1Br,0.4%,1,9%,2.0%,0.3,1396,-0.2%,-5%,4%,9%
CCCn1nc([N+](=O)[O-])c(C(C#N)c2nc3ccccc3s2)c(Cl)c1=O (stereo not given),-1.5%,0.7,19%,-3.4%,0.31,994,-1.6%,7%,30%,22%
CN1CCN(c2nnc(-c3ccc(Cl)cc3)c3ccccc23)CC1,0.5%,·,·,0.2%,·,·,·,-8%,6%,·
O=C(CN1C(=O)c2ccccc2C1=O)Nc1nnc(C2CCCO2)s1 (stereo not given),0.5%,1.1,-4%,1.4%,1.3,921,-1.8%,7%,-1%,-6%
CCCCS(=O)(=O)N1CCCC(C(=O)Oc2ccccc2OC)C1 (stereo not given),-0.3%,·,·,0.4%,·,·,·,3%,13%,·
CCCCNC(=O)N(O)C1N(/N=C/c2ccccc2O)C(=S)SC1(C)C (stereo not given),-1.2%,·,·,1.3%,·,·,·,2%,4%,·
COc1ccccc1-n1cnnc1SCC(=O)Nc1nc(C)c(Cl)cc1Cl,-0.1%,1.1,5%,-0.2%,0.38,1969,-1.0%,-2%,15%,4%
COc1ccc(OC)c2sc(NC(=O)c3ccc(S(=O)(=O)N(C)C)cc3)nc12,0.2%,1.1,11%,0.7%,-1,956,0.3%,0%,1%,10%
N=C(N)SCc1ccc(O)c([N+](=O)[O-])c1,0.0%,·,·,0.2%,0.01,975,·,-1%,8%,·
c1cnc2c(c1)ccc1cccnc12,?,1.1&1.1,-7%&-13%,4.4%&4.5%,-2.7,557,1.3%&-0.8%,40µM*,28%&-1%,24%&6%
Cc1ccc(/C=N/NC(=S)NC2CCS(=O)(=O)C2)cc1 (stereo not given),1.7%,1,3%,1.8%,0.21,1223,-1.4%,5%,4%,4%
CCC(C)NC(=O)CN(c1ccc2c(c1)OCO2)S(=O)(=O)c1c(C)n[nH]c1C (stereo not given),-0.3%,0.9,9%,-1.3%,-0.56,915,-0.2%,12%,16%,8%
CCOC(=O)c1ccc2c(c1)nc(SCC(=O)N1CCCCC1)n2CC,0.5%,1.1,13%,1.9%,·,·,-0.2%,5%,5%,9%
Cc1cccc(OCC(O)CN2C(C)(C)CC(O)CC2(C)C)c1 (stereo not given),-0.4%,1.1,8%,-0.2%,1.1,1819,-0.1%,1%,8%,10%
CC1CCN(C(=O)CCc2nnc3ccc(NCCCN4CCCC4=O)nn23)CC1,0.3%,·,·,2.3%,·,·,·,11%,9%,·
